# Screens deposited in PubChem by several laboratories.
# Vif imaging: HIV Vif self-association inhibitors, primary screen, imaging, HEK293T, single point; HEK293T cells, Vif self-association by quenched fluorescence, 24 h; inhibition, % at 7.49 µM; 340,000 compounds, 0.35% hits; in the data active means inhibition above about 50%, passing the limit was not always enough; further: some results filed as inactive read as strong as hits
# CaV13 FRET inh: Disruptors of the CACNA1D IQ motif to Ca2+-dependent inactivation inhibitor domain association, primary screening, Förster resonance energy transfer in intact living …. HEK cells, CFP/YFP FRET ICDI-IQ, plate reader, 10 min; percent FRET-ratio fall versus neutral wells. inhibition, % at 12.3 µM. 340,000 compounds, 0.098% hits;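 active means mean replicate inhibition of at least 30% and at least 1% of replicates passing that level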;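 further: 0% = median of the neutral control wells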
# MC4R ag barr: MC4R agonists recruiting beta-arrestin, primary screen, cell-based, luminescence, agonist arm of biased-ligand search. Melanocortin receptor 4 (Homo sapiens), P32245. U2OS MC4R beta-arrestin complementation; percent of melanotan II response, DMSO zero. activation, % at 8.9 µM. 360,000 compounds, 0.98% hits. AID 540308, 2011;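 active means activation above a per-plate cutoff, the mean activation of sample wells on that plate plus 3 SD, cut at about 8% in these data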
# HTR2A ag: mouse Htr2a agonists via beta-arrestin recruitment, primary screen, cell-based, luminescence; CHO-K1 mHTR2A beta-arrestin complementation; percent of 30 µM serotonin response; activation, % at 7.6 µM; 360,000 compounds, 0.66% hits;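 active means activation above a run cutoff, the mean activation of all tested compounds plus 3 SD, cut at about 14% in these data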;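 further: 0% = plate median of compound wells and 100% = 30 µM serotonin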
# Target sequence (P35363 whole entry, looked up): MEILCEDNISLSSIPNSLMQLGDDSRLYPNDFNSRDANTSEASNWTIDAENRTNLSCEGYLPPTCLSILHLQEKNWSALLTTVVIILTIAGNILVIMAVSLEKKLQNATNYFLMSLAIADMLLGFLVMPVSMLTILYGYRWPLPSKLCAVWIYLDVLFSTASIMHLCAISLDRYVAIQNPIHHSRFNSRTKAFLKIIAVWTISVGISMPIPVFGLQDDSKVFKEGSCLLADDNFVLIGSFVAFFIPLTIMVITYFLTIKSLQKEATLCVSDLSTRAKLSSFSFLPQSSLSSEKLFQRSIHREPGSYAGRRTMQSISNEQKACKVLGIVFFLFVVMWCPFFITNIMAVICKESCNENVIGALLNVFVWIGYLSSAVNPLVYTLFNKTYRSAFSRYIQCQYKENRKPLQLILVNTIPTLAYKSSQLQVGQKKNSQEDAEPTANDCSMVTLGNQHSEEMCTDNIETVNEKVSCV
# aDG glyco act: activators of alpha-DG glycosylation, primary screen, uHTS, Pro5-aDG cells, AlphaScreen; alpha-DG glycosylation AlphaScreen (IIH6); 0% Pro5, 100% B10-LARGE cell signal; activation, % at 10 µM; 360,000 compounds, 0.22% hits; AID 624168, 2012;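 active means activation of at least 8% versus controls, or a plate z-score of at least 8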;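 further: Pro5 are CHO cells carrying HIG-tagged alpha-DG that lacks glycosylation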
# H9c2 protect: cardioprotection against H2O2-induced cell death, primary screen, uHTS, H9c2 cells, ATPLite luminescence | H9c2 cardiomyocytes, H2O2 injury protection, 2 h | protection from H2O2 cell death, % at 20 µM | 360,000 compounds, 0.63% hits;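 active means compounds giving at least 50% protection of heart cells from peroxide-induced death in the single-dose screen, raw or plate-pattern-corrected value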;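 further: 0% = DMSO wells with peroxide and 100% = DMSO wells without peroxide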
# Glyco luc inh: increase of ERlucT glycosylation luciferase signal, primary screen, N-linked glycosylation inhibitor project, D54 ERlucT cells, luminescence, set 2. D54 ERlucT glycosylation luciferase reporter, 24 h; percent of 100 nM tunicamycin response. reporter increase, % at 12.5 µM. 360,000 compounds, 0.23% hits. AID 588692, 2011;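 active means mean luciferase reporter signal, scaled so untreated is 0 and the glycosylation-blocking control 100, at or above a set limit in every replicate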;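 further: luciferase carries N-glycosylation sites so blocking glycosylation raises the light; 0% = median of neutral control wells and 100% = median of 100 nM tunicamycin wells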
# ABCB6 inh 2: ABCB6 transporter inhibitors, primary screen, K562-ABCB6 cells, flow cytometry, MLPCN library; 360,000 compounds, 0.19% hits; K562-ABCB6 porphyrin accumulation, 1 h; active compounds read low; fluorescence ratio to DMSO, % at 10 µM; AID 602162, 2011;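 active means fluorescence ratio to DMSO below 75%, the collection mean minus 3 SD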;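 further: signal is porphyrin accumulated inside mitochondria; 100% equals median channel fluorescence of DMSO control wells; lower ratio means ABCB6 inhibition with less porphyrin fluorescence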
# MC4R antagonist: MC4R antagonists of cAMP signaling, primary screen, cell-based, TR-FRET, antagonist arm of biased-ligand search. AID 540295, 2011. inhibition, % at 6.5 µM. 360,000 compounds, 0.48% hits. Melanocortin receptor 4 (Homo sapiens), P32245. MC4R-expressing cells, MTII-stimulated cAMP, LANCE TR-FRET;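 active means inhibition above its plate's cutoff, the mean of tested wells on that plate plus 3 SD, cut at about 29% in these data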;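 further: 0% = Melanotan II alone and 100% = Melanotan II plus saturating MCL0020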
#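 Assay system: U2OS cells stably expressing human melanocortin 4 receptor (MC4R) / Dosing: 6.5 µM / Timing: compound 30 min, challenge 1 h, detection 1 h / Measured by: Eu-cAMP/anti-cAMP TR-FRET, emission 671 nm / Replicates: singlicate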
# PDI turbidity: inhibitors of human PDI, primary screen, biochemical, turbidity, single point, plate reader. PDI insulin aggregation turbidity, A650, 90 min. 350,000 compounds, 0.052% hits. inhibition, % at 10 µM;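 active means mean inhibition across replicates of 30% or more, whatever share of single replicates reach that level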;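 further: absorbance from insulin aggregation driven by PDI reduction with DTT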
# Target sequence (P07237 whole entry, looked up): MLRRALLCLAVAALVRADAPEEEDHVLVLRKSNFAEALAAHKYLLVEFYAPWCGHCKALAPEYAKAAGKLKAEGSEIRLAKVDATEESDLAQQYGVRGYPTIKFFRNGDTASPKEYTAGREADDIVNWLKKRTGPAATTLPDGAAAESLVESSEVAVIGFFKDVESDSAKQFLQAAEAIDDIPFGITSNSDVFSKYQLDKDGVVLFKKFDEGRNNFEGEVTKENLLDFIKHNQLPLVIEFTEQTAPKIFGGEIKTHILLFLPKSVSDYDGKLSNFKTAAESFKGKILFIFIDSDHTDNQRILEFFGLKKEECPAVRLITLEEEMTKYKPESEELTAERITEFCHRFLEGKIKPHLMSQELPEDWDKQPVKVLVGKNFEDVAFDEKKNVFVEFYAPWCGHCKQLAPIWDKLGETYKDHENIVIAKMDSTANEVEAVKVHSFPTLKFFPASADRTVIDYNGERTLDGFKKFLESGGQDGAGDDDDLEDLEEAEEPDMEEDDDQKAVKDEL
# An asterisk follows results filed as active; · = no result given.
SMILES,Vif imaging,CaV13 FRET inh,MC4R ag barr,HTR2A ag,aDG glyco act,H9c2 protect,Glyco luc inh,ABCB6 inh 2,MC4R antagonist,PDI turbidity
COc1ccc(Cl)cc1NC(=O)CC(C)=O,7,-4,-1.1,-8,-0.3,5,1,89,6,3
CCN(c1ccc(NC(=O)COC(=O)CCc2cc(OC)c(OC)c(OC)c2)cc1)C(C)C,-1,5,1.5,7,0.0,-5,2,94,8,20
O=C(N/N=C/c1ccccc1)c1ccc(-c2ccccc2)cc1,0,-2,2.7,-6,0.1,-1,-2,93,-2,-4
CC1=CC(C)(C)NC(=S)N1c1cccc2ccccc12,-41,·,0.5,-3,0.0,6,2,108,7,-2
O=C1NC[C@@H](CCCCN2C[C@H](Cc3ccc(O)cc3)N(CCc3ccc(O)cc3)C(=O)C2=O)N(CC2CCCCC2)C1=O,·,-3,·,-2,-0.1,·,·,95,·,·
CC(=O)c1ccc(S(=O)(=O)Nc2ccc(S(=O)(=O)N3CCCCC3)cc2)cc1,28,-5,0.2,-3,0.1,0,0,99,17,1
COc1ccc(S(N)(=O)=O)cc1C(=O)NC1CCCc2ccccc21 (centres undefined),15,-4,0.3,0,0.0,1,0,100,10,0
Cc1ccc(-c2cc(=O)c3cc(C)ccc3[nH]2)cc1,2,-7,1.6,-1,0.1,-24,-16,99,-1,-4
COC(=O)N1C(=O)[C@@](Cc2ccccc2)(c2ccccc2)N1C(=O)OC,-5,-9,0.4,-5,-0.2,29,-6,100,-2,0
O=C(Nc1ccc(Cl)cc1)N(Cc1nc2ccccc2c(=O)[nH]1)Cc1cccs1,-6,-4,-3.5,-2,3.9,5,-2,99,4,5
Cc1c(C(=O)Nc2ccccc2)sc2nc(-c3ccccc3)cn12,-5,-6,1.7,-2,3.1,-2,0,98,13,0
C#Cc1ccc(CN2CCN(CCc3ccccc3)C(CCO)C2)cc1 (centres undefined),8,-19,-0.8,-4,0.0,4,-1,124,0,0
Cn1c(OCc2cccnc2)nc2c1c(=O)n(Cc1ccc(F)cc1)c(=O)n2C,-3,7,-2.2,-4,0.0,40,-7,97,12,4
CCCCNC(=O)C1(C)CCN1C(=O)c1cc(C)n(C(C)(C)C)n1 (centres undefined),·,-6,0.0,1,-0.1,1,0,100,6,-4
COc1cccc(-c2nn(-c3ccccc3)cc2CN2CCCO2)c1,4,-6,-2.8,-5,-0.2,-4,2,99,-4,2
Cc1ccc(CNS(=O)(=O)c2ccccc2[N+](=O)[O-])cc1,-3,6,-0.6,1,-0.1,-3,3,99,6,1
COc1cccc(CN(C)CC(=O)N2CCN(S(=O)(=O)c3ccccc3)CC2)c1,12,-13,1.7,14,-0.1,12,1,98,5,-10
Cn1c2ccccc2c2c(C(=O)N3CCN(c4ccc(F)cc4)CC3)cn(C3CCCC3)c(=O)c21,-17,-4,-2.8,-4,0.0,22,2,83,-5,6
COc1ccccc1C(=O)NC(=S)Nc1cccnc1Cl,-3,-4,1.2,0,0.0,-9,-22,101,8,7
COc1cccc(CNS(=O)(=O)c2cc(CN3C(=O)c4cccnc4C3=O)ccc2OC)c1,-2,-2,-0.4,5,0.0,3,4,93,0,6
COc1cc(/C=C/C(=O)OCC(=O)Nc2c(C)n(C)n(-c3ccccc3)c2=O)ccc1OCC#N,-1,-1,-2.6,1,0.1,1,1,101,3,-2
CC1CCN(c2nc3c(c(=O)[nH]c(=O)n3C)n2CCCc2ccccc2)CC1,-9,-5,2.4,5,-0.1,5,1,76,5,6
COc1cccc(-c2cc(C(F)(F)F)n3nc(N)nc3n2)c1,5,-1,-0.9,0,0.0,-10,2,97,-4,-4
COC(=O)c1cccc2c1-c1ccccc1/C2=N\NC(N)=O,-1,-19,0.6,6,-0.2,32,6,99,-4,-2
COc1ccccc1N1CCN(C(=O)C2CCCCN2S(=O)(=O)c2ccc(C)cc2)CC1 (centres undefined),-4,-2,0.1,3,0.2,11,-2,96,23,7
NC(=O)CS(=O)(=O)c1ccc(Cl)cc1,3,-2,-2.7,2,-0.1,4,-1,99,0,2
COc1cc2c(cc1OC)C(C(=O)Nc1ccc3c(c1)OCCO3)C1c3ccccc3CCN1C2=O (centres undefined),-8,-5,-1.9,3,-0.7,47,2,96,-3,-13
Cc1nnc(C)n1/N=C/c1cccc([N+](=O)[O-])c1,6,-2,-0.3,1,0.3,8,1,99,11,-8
Cn1c(=O)c2cc(NC(=O)NCCc3ccccc3)ccc2n1Cc1cccc(C(F)(F)F)c1,-5,-2,-1.0,-4,1.1,-5,-3,102,20,5
CC(C)Nc1nc2n(c(=O)n1)CCN2C(C)C,·,·,-1.4,4,0.0,-14,1,114,-7,9
O=C(Nc1nc(-c2ccc(Cl)cc2)cs1)C1=COCCO1,-5,-2,-1.4,4,0.7,-17,3,99,-4,-5
CCOc1cc(C=O)ccc1OCC(=O)NC(C)(C)C,12,-5,-2.9,2,0.2,6,2,98,8,-3
COc1ccc(NS(=O)(=O)c2ccc(Br)s2)cc1OC,-17,-5,-1.7,-14,0.5,-8,-2,98,13,-3
CC(C)C1=C2OC(N)=C(C#N)C(C#N)=C2C(C)CC1 (centres undefined),19,-9,0.8,1,0.3,1,1,102,-11,0
Cc1cc(NC(=O)Cc2ccccc2)no1,-3,-5,-1.0,-1,-0.3,16,-1,103,1,-4
Cc1ccc2nc(N(CCN(C)C)C(=O)/C=C/c3cccs3)sc2c1,1,-5,16*,-4,0.3,-18,0,94,-18,-2
COCCCN1C(=O)C(CC(=O)NCCCN(C)C)CC(C(=O)N2CCCCCC2)=C1C (centres undefined),·,-14,·,3,1.1,·,·,86,·,·
Cc1[nH]n(-c2ccccc2)c(=O)c1N=Nc1cccc(Cl)c1,2,-1,0.7,-1,-0.4,3,2,98,15,-6
Cc1cc(Oc2ccc([N+](=O)[O-])cc2)nc(N2CCOCC2)n1,4,-5,-0.9,-2,0.3,4,1,97,10,4
COC(=O)c1ccc2nc(NC(=O)C(C)C)sc2c1,-6,-18,-0.1,3,-0.2,-9,-6,88,4,1

# Copied from the list:
# Under Vif imaging, `CC(C)C1=C2OC(N)=C(C#N)C(C#N)=C2C(C)CC1` (centres undefined) has 19
# Under Vif imaging, `Cc1[nH]n(-c2ccccc2)c(=O)c1N=Nc1cccc(Cl)c1` has 2

# Entries listed above shown as hits in MC4R ag barr.
Structure | Vif imaging | CaV13 FRET inh | MC4R ag barr | HTR2A ag | aDG glyco act | Glyco luc inh | ABCB6 inh 2 | MC4R antagonist | PDI turbidity
Cc1ccc2nc(N(CCN(C)C)C(=O)/C=C/c3cccs3)sc2c1 | 1 | -5 | 16* | -4 | 0.3 | 0 | 94 | -18 | -2

# (list continues)
SMILES,Vif imaging,CaV13 FRET inh,MC4R ag barr,HTR2A ag,aDG glyco act,H9c2 protect,Glyco luc inh,ABCB6 inh 2,MC4R antagonist,PDI turbidity
Cc1ccc(SCC(=O)Nc2nnc(-c3ccco3)o2)cc1,4,-6,-1.0,1,-0.1,13,0,99,3,-1
CC(=O)c1c(C)[nH]c(C(=O)N2CCN(c3ncccn3)CC2)c1C,-17,-5,-0.5,0,-0.1,-9,3,99,6,·
O=C(Nc1ccon1)c1ccc(Cl)s1,·,·,1.1,0,0.3,-2,-1,96,5,9
CC(C)Oc1ccc(S(=O)(=O)N2CCCCC2)cc1NC(=O)C1CCC1,-7,-13,-2.1,-2,-0.3,-4,1,95,-4,-2
CCCCn1c(-c2ccc(Cl)c(Cl)c2)nc2cc3[nH]c(=O)c(C(C)C)nc3cc21,0,-9,0.8,5,0.2,-12,2,93,-2,-27
CC(C)(C)OC(=O)C[C@@H]1C/C=C\C[C@@H](CC(=O)N(CCO)Cc2ccccc2)C(=O)N2CCC[C@@H]2COC1=O,2,-11,-1.0,-1,0.0,6,-1,94,7,-50
CCN1CCN(CC(=O)Nc2ccc(N(C)C)cc2)CC1,-3,-20,-1.4,1,0.0,2,5,91,0,3
COc1ccc(-c2nnc(N(C)C(=O)c3ccno3)s2)cc1,19,-7,-1.2,1,-0.2,-24,1,103,0,-1
Cc1cc2[nH]ncc2cc1NC(N)=S,-1,4,0.0,-1,0.0,0,2,99,12,3
O=C(NCC(c1ccco1)N1CCCC1)c1cccc(NS(=O)(=O)c2ccccc2)c1 (centres undefined),-5,-1,-0.5,-4,0.3,2,-2,107,1,6
CC1=C(C(=O)N(C(C)C)C(C)C)CC(CC(=O)NCCCCc2ccccc2)C(=O)N1Cc1ccc(F)cc1 (centres undefined),·,-4,·,-4,-0.1,3,-4,104,·,·
COCCn1c(-c2ccccc2)csc1=Nc1cccnc1,6,-5,-1.4,-2,0.2,-12,-2,80,7,5
CCOC(=O)CNC(=O)CSc1nnc(-c2ccco2)n1Cc1ccco1,5,-4,-2.7,1,-0.3,-1,0,94,3,2
Nc1nnc(SCC(=O)c2ccco2)s1,-2,-4,-1.7,-1,-0.2,-3,-1,99,-1,7
Cc1ccc(S(=O)(=O)NC(=O)c2cc(C)n(CCCn3ccnc3)c2C)cc1,-12,-5,0.3,-5,-0.2,10,2,99,2,-4
Cc1ccc(C2=[N+]([O-])C(C)N(O)C2(C)C)o1 (centres undefined),21,-2,-0.9,2,-0.2,2,1,99,15,-2
CSc1cccc(NC(=O)CC(C)n2ccnc2)c1 (centres undefined),·,-18,-1.7,6,0.0,0,0,104,6,7
CCN(C[C@H]1N[C@@](CC)(C(=O)OC)[C@H]2C(=O)N(C)C(=O)[C@@H]12)C(=O)C1CCCCC1,-16,-5,-2.1,2,-0.1,1,1,97,-1,9
Cc1ccc2nc(-c3ccc(Br)o3)oc(=O)c2c1,·,-5,2.9,1,0.1,9,3,99,-16,2
COC(=O)COc1ccc(S(=O)(=O)N2CCN(c3ccc(F)cc3)CC2)cc1,23,-9,2.2,-1,-0.2,-13,1,100,31*,6
COc1ccc(C(CNC(=O)c2ccccc2SC)N(C)C)cc1 (centres undefined),7,-3,0.6,-4,-0.1,8,0,96,-8,3
COc1ccc(C2/C(=C(/O)c3ccc(C)cc3)C(=O)C(=O)N2C)cc1 (centres undefined),4,-5,0.9,-3,-0.4,22,3,104,1,-7
O=C(CC[C@H]1O[C@@H](n2ccc(=O)[nH]c2=O)[C@H](O)[C@@H]1O)N[C@@H](Cc1ccccc1)C(=O)NCc1ccccc1,15,-7,·,-6,0.1,7,1,100,·,·
CC(C)(C)OC(=O)N1CC(O)CC1C(=O)OCC(=O)c1ccc(-c2ccccc2)cc1 (centres undefined),5,-1,-4.0,0,-0.2,1,1,93,5,5

# Outcome played no part in choosing rows. Share with any hit: about 3.6%.
